TDP43 rescue – rescues yeast growth from TDP-43 toxicity; TDP-43 expressing yeast growth rescue, BacTiter-Glo, 24 h; Potency, µM (highest dose often 46.1 µM), for the others: at the top dose growth rescue (activation), actives largely listed as activators; 1.8% of 410,000 active; AID 652104; further: potency means the concentration at half of the fitted maximal effect; % of control where 0% means no effect; nearly all actives have a fitted effect of over 50% in size
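Growth rescue of TDP-43-toxic yeast measured as ATP luminescence (BacTiter-Glo). Cells grown to mid-log in raffinose, induced in galactose at OD600=0.02, exposed to compound 24 hr at 30 deg C.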
aSyn rescue – rescues yeast growth from alpha-synuclein toxicity | Potency, µM (highest dose often 46.1 µM), for the others: top-dose growth rescue (activation), actives largely listed as activators | AID 652106 | 0.14% of 370,000 active | Yeast expressing alpha-synuclein, growth rescue, BacTiter-Glo, 24 h; further: potency means the concentration at half of the fitted maximal effect; % of control where 0% means no effect; nearly all actives have a fitted effect of over 65% in size
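Readout is rescue of growth in alpha-synuclein-expressing yeast, so inhibitors of toxicity appear as activators. Growth after 24 hr at 30 deg C in galactose medium is quantified by luminescence.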
PTHR1 ag – PTHR1 (human) receptor agonism; HEK293 GP2 PTHR1 cells, GloSensor cAMP luminescence, 1 h; Potency, µM (titrated, usually from 115 µM), without a hit: top-dose activation, usual class: activators; 0.075% of 410,000 active; further: potency means the concentration at half of the fitted maximal effect; nearly all actives have a fitted effect of over 55% in size; some results filed as inactive show a strong effect at the top dose; inactives centre near -15; many of its hits are not listed in these tables
Target sequence (Q03431 whole entry, looked up): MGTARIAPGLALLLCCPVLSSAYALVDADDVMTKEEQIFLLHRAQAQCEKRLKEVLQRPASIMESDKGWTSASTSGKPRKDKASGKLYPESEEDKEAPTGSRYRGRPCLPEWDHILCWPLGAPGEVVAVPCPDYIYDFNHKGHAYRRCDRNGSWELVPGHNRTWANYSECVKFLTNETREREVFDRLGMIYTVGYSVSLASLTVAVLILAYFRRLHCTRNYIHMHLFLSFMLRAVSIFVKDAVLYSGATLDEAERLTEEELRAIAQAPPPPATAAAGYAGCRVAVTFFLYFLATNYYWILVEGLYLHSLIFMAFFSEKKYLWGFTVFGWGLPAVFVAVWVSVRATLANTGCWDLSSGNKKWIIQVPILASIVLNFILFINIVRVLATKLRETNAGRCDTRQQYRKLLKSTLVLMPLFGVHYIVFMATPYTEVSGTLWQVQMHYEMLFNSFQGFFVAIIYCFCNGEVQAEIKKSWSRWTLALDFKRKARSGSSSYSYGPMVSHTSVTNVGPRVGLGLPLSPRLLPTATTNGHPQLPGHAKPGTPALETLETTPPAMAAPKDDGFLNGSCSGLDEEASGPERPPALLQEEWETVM
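HEK-293-derived GP2 cells expressing PTHR1 and a GloSensor cAMP reporter, 3,000/well, plated overnight, given luciferin plus IBMX (each 0.5 mM as added) for 1 h at 37 °C, then compound for 1 h at 37 °C. Luminescence was read after 15 min at room temperature.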
GLP1R inv ag – inverse agonists of human GLP-1 receptor; HEK293 GLP-1R CRE-luciferase, luminescence, 24 h; GLP-1R form is constitutively active; AID 624417; 1.6% of 410,000 active; Potency, µM (highest dose often 38.3 µM), inactives show top-dose activity change, negative = inhibition, hits mostly inhibitors; further: potency means the concentration at half of the fitted maximal effect; on the % scale 0 is the no-effect control and ±100 the full control effect; nearly all actives have a fitted effect of over 55% in size
Target sequence (P43220 whole entry, looked up): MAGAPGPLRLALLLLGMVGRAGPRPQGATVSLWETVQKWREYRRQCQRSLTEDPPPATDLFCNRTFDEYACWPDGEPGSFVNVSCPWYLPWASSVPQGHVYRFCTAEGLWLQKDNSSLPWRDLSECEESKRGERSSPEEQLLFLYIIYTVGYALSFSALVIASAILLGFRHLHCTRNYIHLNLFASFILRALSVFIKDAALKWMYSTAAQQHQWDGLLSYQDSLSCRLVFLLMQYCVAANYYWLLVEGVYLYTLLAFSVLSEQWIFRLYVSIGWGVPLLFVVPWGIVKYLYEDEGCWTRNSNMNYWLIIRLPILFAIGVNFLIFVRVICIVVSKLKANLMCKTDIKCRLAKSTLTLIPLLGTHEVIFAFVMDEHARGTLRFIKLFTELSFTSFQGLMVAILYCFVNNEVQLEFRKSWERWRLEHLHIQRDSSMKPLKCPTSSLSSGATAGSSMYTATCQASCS
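qHTS in 1536-well format: reporter HEK293 cells expressing constitutive GLP-1R activity in DMEM + 10% Nu serum, 24 hr with compounds at 37 deg C, luminescence read after 12 min with detection reagent.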
MmCpn inh – blocks the Methanococcus maripaludis chaperonin Mm-Cpn; purified Mm-Cpn ATPase, ADP Transcreener TR-FRET; Potency, µM (titrated, usually from 76.9 µM), for inactives: top-dose activity, negative = inhibition, usual class: inhibitors; 0.031% of 330,000 active; AID 504842; further: potency means the concentration at half of the fitted maximal effect; on the % scale 0 is the no-effect control and ±100 the full control effect; nearly all actives have a fitted effect of over 80% in size
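Reaction buffer contained 30 mM Tris pH 7.4, 100 mM KCl, 5 mM MgCl2 and 1 mM DTT. Mm-CPN (25 nM final) hydrolysed 10 uM ATP over 30 min at 37°C; ADP was read by HTRF.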
pAkt inh – inhibitors of Akt phosphorylation; 0.32% of 360,000 active; activity change, % for hits at 50 µM; AID 651550; Neuro2A IGF-stimulated pAkt S473 HTRF, 20 min; hits give low values; in the data active means activity change below about -80%; inconclusive means mostly about -51% to -80%; further: on the % scale 0 is the no-effect control and ±100 the full control effect
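Single-point screen (50 µM final compound) in Neuro2A cells stimulated 20 min with 6 nM IGF at 37 deg C. After lysis, Ser473-phosphorylated Akt read by HTRF (ex 330 nm, em 615/665 nm) as the 665/615 ratio.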
GLP1R cytotox – cytotoxicity counter-screen for GLP-1 receptor inverse agonists | 0.13% of 410,000 active | AID 624418 | Potency, µM (highest dose often 38.3 µM), for the others: at the top dose activity change, negative = inhibition, usual class: inhibitors | HEK293 cAMP-luciferase reporter cells, luminescence, 24 h;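 further: loss of luciferase light is scored as toxicity; potency means the concentration at half of the fitted maximal effect; on the % scale 0 is the no-effect control and ±100 the full control effect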
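Step one: seed cells (200 cells/uL, DMEM with 10% Nu serum, 1% pen-strep). Step two: 12-hour incubation at 37 deg C. Step three: pin 23 nL compound, incubate 24 hr. Step four: add luciferase reagent, read luminescence 12 min later.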
FUS yeast rescue – suppressors of FUS proteinopathy in yeast; 0.24% of 390,000 active; S. cerevisiae FUS-expressing, growth rescue, OD600, 24 h; Potency, µM (top dose mostly 76.6 µM), without a hit: at the highest dose growth rescue (activation), hits mostly activators;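 further: potency means the concentration at half of the fitted maximal effect; plate controls were DMSO vehicle for no effect and reference control for full effect; nearly all actives have a fitted effect of over 55% in size; some results filed as inactive show a strong effect at the top dose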
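FUS-expressing yeast, raffinose-pregrown, induced in 2% galactose minimal medium at OD 0.005; compounds in a dilution series, 24hr at 30C. Growth restoration read as absorbance at 600 nm. CP55940 positive control, DMSO negative.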
Abeta rescue – restores growth of yeast expressing A-beta42 peptide. yeast expressing A-beta42, growth rescue, OD600, 48 h; response scale: 0% DMSO, 100% iron-clioquinol control. Potency, µM (titrated, usually from 46.1 µM), for inactives: at the highest dose growth rescue, hits mostly activators. 0.063% of 410,000 active. AID 1347071; further: potency means the concentration at half of the fitted maximal effect; nearly all actives have a fitted effect of over 55% in size
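Growth rescue measured by 600 nm absorbance after 48 h yeast culture at 30 C with compound. Values normalized between DMSO and an equimolar ferric chloride plus clioquinol control.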
Active calls of the source: *; i = inactive; ? = inconclusive; · = not tested or not shown; & = joins results of further samples; [ ] = remark or other dose. Unless noted, the call rests on the fitted dose curve; in most records, active means well fitted curve in the direction sought with a large enough effect; inconclusive means small, poorly fitted or top-dose-only effect, or another doubt; inactive means no such curve, though single readings can be large; an effect the other way counts as inactive or inconclusive. Some of the compounds tested (hit frequency here may not be typical).

Start of the listing, in advance, 2 compounds:
Values in the order – TDP43 rescue, aSyn rescue, PTHR1 ag, GLP1R inv ag, MmCpn inh, pAkt inh, GLP1R cytotox, FUS yeast rescue, Abeta rescue
- O=C1C2CC=C(Cl)CC2C(=O)N1c1ncn[nH]1 (stereo unspecified)
 : -18%, -2%, -8%, 5%, 1%, i, -17%, -2%, -21%
- Cc1ccc(S(=O)(=O)Nc2c(C)nc3nc(C)[nH]n3c2=O)c(C)c1
 : -11%&1%, -3%, ?, 5%&7%, 1%, i, 0%&10%, -20%&4%, -4%&-11%

Results, from the start:
Values in the order – TDP43 rescue, aSyn rescue, PTHR1 ag, GLP1R inv ag, MmCpn inh, pAkt inh, GLP1R cytotox, FUS yeast rescue, Abeta rescue
- O=C1C2CC=C(Cl)CC2C(=O)N1c1ncn[nH]1 (stereo unspecified)
 : -18%, -2%, -8%, 5%, 1%, i, -17%, -2%, -21%
- Cc1ccc(S(=O)(=O)Nc2c(C)nc3nc(C)[nH]n3c2=O)c(C)c1
 : -11%&1%, -3%, ?, 5%&7%, 1%, i, 0%&10%, -20%&4%, -4%&-11%
- Cn1cnnc1SCc1ccc(C#N)cc1
 : 14%, 0%, i, 2%, 1%, i, -6%, -42%, 18%[9.22 µM]
- O=C(Cc1c(Cl)cccc1Cl)OCC(=O)N1CCc2ccccc2C1
 : 19%, 5%, i, -6%, -1%, i, 22%, ·, 5%
- Cc1c(Cc2ccccc2)c(=O)oc2cc(OCC(=O)NCc3ccccn3)ccc12
 : -6%, 0%, i, -30%, 0%, i, -7%, 17%, 11%
- Cc1ccc(OCC(=O)Nc2nnc(S(=O)(=O)N3CCc4ccccc43)s2)cc1
 : 21%, ·, -29%, -25%, ·, ·, 0%, -14%, 4%
- CC/C(=N\NC(=O)c1nnn(-c2nonc2N)c1-c1cccs1)c1ccccc1
 : -2%, -2%, i, 7.9µM*, -1%, i, 4%, -11%, -7%
- O=c1[nH]cnc2c1C(c1ccc(Cl)cc1)c1c(nc[nH]c1=O)O2
 : -3%, -11%, i, 6%, 3%, i, 0%, -5%, 17%
- COC(=O)C1=CN(C)C=C(C(=O)OC)C1c1ccc(O)c(OC)c1
 : 2%, -14%, i, 4%, 0%, i, 1%, 8%, -13%
- CN(C(=O)c1cccc(NC(=O)Cc2ccc(NC(=O)C3CCCN(C(=O)C4CCC4)C3)cc2)c1)C1CC1 (stereo unspecified)
 : -3%, -5%, i, 6%, ·, i, 0%, 17%, -4%

Quoted at random: three compounds from above
Values in the order – TDP43 rescue, aSyn rescue, PTHR1 ag, GLP1R inv ag, MmCpn inh, pAkt inh, GLP1R cytotox, FUS yeast rescue, Abeta rescue
- O=c1[nH]cnc2c1C(c1ccc(Cl)cc1)c1c(nc[nH]c1=O)O2
 : -3%, -11%, i, 6%, 3%, i, 0%, -5%, 17%
- O=C1C2CC=C(Cl)CC2C(=O)N1c1ncn[nH]1 (stereo unspecified)
 : -18%, -2%, -8%, 5%, 1%, i, -17%, -2%, -21%
- Cn1cnnc1SCc1ccc(C#N)cc1
 : 14%, 0%, i, 2%, 1%, i, -6%, -42%, 18%[9.22 µM]

Remaining list, next part
Values in the order – TDP43 rescue, aSyn rescue, PTHR1 ag, GLP1R inv ag, MmCpn inh, pAkt inh, GLP1R cytotox, FUS yeast rescue, Abeta rescue
- COc1ccc(C2CC(c3cccs3)=NN2C(=O)CSc2nncn2C)cc1OC (stereo unspecified)
 : 12%, 6%, -12%, 12%, 3%, i, ?, -14%, 7%
- CCOC(=O)c1cc(C)nc(S(C)(=O)=O)c1C#N
 : -8%, -11%, -94%, 115%[activator], 2%, i, -15%, -6%, 10%
- Cc1c(Cl)ccc2sc(NC(=O)c3ccco3)nc12
 : 21%, -13%, -31%, -1%, -3%, i, -9%, -12%, -6%
- O=C1c2ccccc2NC(c2ccccc2)N1NS(=O)(=O)c1ccccc1 (stereo unspecified)
 : -11%, 0%, -1%, 11%, 1%, i, 7%, -26%, 4%
- COc1ccc(S(=O)(=O)N2CCN(C(=O)c3cccnc3)CC2)cc1OC
 : 6%, 4%, i, 28%, 1%, i, 1%, 9%, 7%
- C=C1SC(=Nc2c(C)cc(C)cc2C)N(C(=O)c2sc3ccccc3c2Cl)C12CCCCC2
 : 12%, 0%, -21%, -2%, -5%, i, -11%, -31%, 4%
- Cc1cc(SCC(=O)N/N=C/c2ccc(O)c(O)c2)c(C)cc1Br
 : 0%, 1%, -13%, -15%, -1%, i, -13%, 37%, 8%
- CC(C)(C)NC(=O)C(=O)NCc1ccccn1
 : 12%, -3%, -20%, -13%, 0%, i, 8%, 4%, 2%
- CCOC(=O)c1[nH]c2ccc(F)cc2c1NC(=O)CCN1CCOCC1
 : 10%, 0%, i, 6%, -3%, i, 8%, 1%, -7%
- O=C(c1ccc2c(=O)n(Cc3ccc4c(c3)OCO4)c(=O)[nH]c2c1)N1CCN(c2ccccc2)CC1
 : 11%, 1%, i, 6%, -1%, i, -6%, 15%, 13%

Values in the order – TDP43 rescue, aSyn rescue, PTHR1 ag, GLP1R inv ag, MmCpn inh, pAkt inh, GLP1R cytotox, FUS yeast rescue, Abeta rescue
- CC(=O)c1c(C(C)=O)c(C)n(C2CCCCC2)c1C
 : 21%, 1%, -5%[57.5 µM], -7%, -1%, i, 13%, -4%, 1%
- CCC(C)(C(=O)NC1CCCCC1)N(C(=O)Cc1cccs1)c1ccccc1 (stereo unspecified)
 : 3%, 10%, i, ?, 0%, i, -5%, ·, 1%
- CCc1ccc(C(=O)c2cn(Cc3ccccc3)c3cc(OC)c(OC)cc3c2=O)cc1
 : 22%, ·, i, -4%, ·, ·, -13%, ?, 3%
- Cc1c(C(=O)NC(=S)Nc2ccc(N3CCOCC3)cc2)cccc1[N+](=O)[O-]
 : -9%, -6%, i, 4%, 0%, i, 10%, -26%, -1%
- COc1ccccc1NS(=O)(=O)c1cc(NC(=O)c2sccc2C)ccc1N1CCCC1
 : 0%, 7%, -10%, -28%, -24%, i, 0%, 10%, -1%
- Cc1cn([C@H]2C[C@H](O)[C@@H](CNS(=O)(=O)N3CCCC3)O2)c(=O)[nH]c1=O
 : 23%, 0%, i, 7%, ·, i, 0%, -27%, 6%
- CCN(CC)C(=O)CSCC(=O)Nc1ccccc1
 : 2%, -1%, -11%[57.5 µM], -17%, 0%, i, 1%, -3%, 18%
- CN1CCN(c2oc(-c3ccccc3Cl)nc2S(=O)(=O)c2ccccc2)CC1
 : 5%, 6%, i, -29%, -2%, i, 5%, 8%, 2%
- CC(C)Cn1c(N)c(C(=O)COC(=O)c2cnccn2)c(=O)n(C)c1=O
 : -4%, 0%, i, 54%[activator], 0%, i, 3%, 23%, 12%
- CSCCC(NC(=O)C1CCC(C)CC1)C(=O)Nc1ccc(NC(C)=O)cc1 (stereo unspecified)
 : 20%, 4%, i, 15%, -1%, i, 1%, 2%, 1%

Values in the order – TDP43 rescue, aSyn rescue, PTHR1 ag, GLP1R inv ag, MmCpn inh, pAkt inh, GLP1R cytotox, FUS yeast rescue, Abeta rescue
- O=C(Cn1nnc2ccccc21)c1ccc(Cl)cc1
 : 19%, -6%, 19%, -4%, 0%, i, 6%, -5%, 0%
- O=C(c1ccc(Cl)c(S(=O)(=O)N2CCCCCC2)c1)N1CCN(CCO)CC1
 : -14%, -2%, 8%[57.5 µM], -1%, 1%, i, -14%, 1%, -2%
- CCCN(CCC)S(=O)(=O)c1cccc(C(=O)Nc2ccc3c(c2)OCO3)c1
 : 28%, 1%, -23%, ?, 1%, i, -1%, 0%, 2%
- Cc1nc(C(F)(F)F)ccc1C(=O)N1CCC(C)(C(=O)NS(=O)(=O)C2CC2)C1 (stereo unspecified)
 : 18%, -6%, i, 15%, ·, i, 2%, -13%, -14%
- O=C(NCCCc1nc2ccccc2n1Cc1c(F)cccc1Cl)C1CCCCC1
 : -3%, ·, -3%, 20%, ·, ·, 1%, -3%, -15%
- COc1ccccc1C(C)NCC(=O)NCc1ccc(C)cc1 (stereo unspecified)
 : -14%, 0%, i, ?, -1%, i, 6%, 10%, -9%
- Nc1nonc1-c1noc(N2CCCCC2)n1
 : 6%, 4%, -5%, 1%, -6%, i, -9%, -60%, 10%[9.22 µM]
- OC[C@@H]1CN(Cc2ccco2)C[C@H](n2cnc3c(Nc4ccccc4)ncnc32)O1
 : 4%, -2%, -6%, 17%, ·, i, 1%, -1%, -9%
- CN(CC(=O)NCCc1ccccc1)S(=O)(=O)c1ccc(Br)s1
 : -17%, 15%, -20%, -23%, ?, i, 4%, 17%, -24%
- O=C(NCCCN1CCOCC1)c1ccc2c(=O)n(CCc3ccccc3)c(=O)[nH]c2c1
 : 17%, -12%, -38%[inhibitor], 0%, 3%, i, 2%, 35%, 2%

Compounds shown so far containing an aryl thioether with sulfur outside any ring, in the order listed:
Values in the order – TDP43 rescue, aSyn rescue, PTHR1 ag, GLP1R inv ag, MmCpn inh, pAkt inh, GLP1R cytotox, FUS yeast rescue, Abeta rescue
- Cn1cnnc1SCc1ccc(C#N)cc1
 : 14%, 0%, i, 2%, 1%, i, -6%, -42%, 18%[9.22 µM]
- COc1ccc(C2CC(c3cccs3)=NN2C(=O)CSc2nncn2C)cc1OC (stereo unspecified)
 : 12%, 6%, -12%, 12%, 3%, i, ?, -14%, 7%
- Cc1cc(SCC(=O)N/N=C/c2ccc(O)c(O)c2)c(C)cc1Br
 : 0%, 1%, -13%, -15%, -1%, i, -13%, 37%, 8%
